Dynein transport = dynein cargo transport inhibition; z-score, hits read low; hit rate 0.47% among 220,000; 3617.4 mouse cells, GR-EGFP nuclear translocation imaging; test concentration mostly 20 µM; stimulated with dexamethasone, 1 µM; hits give low values;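 active = plate z-score of nuclear minus cytoplasmic receptor signal below a set negative limit, without overly bright fluorescence or cell loss, cut at about -3.5 in these data, passing the limit was not always enough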;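 note: z-score of nuclear minus cytoplasmic ring GR-EGFP intensity difference per well; some compounds called inactive have numbers as strong as hits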
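Also added: dexamethasone, 1.0 µM final. Medium: tet-free, stripped-serum medium. Detection: fixed, Hoechst-stained cells imaged at 10x for EGFP. Read-out: nuclear-to-cytoplasmic GR-EGFP distribution per well. Times: induction 48 h, compound 1 h, agonist 30 min.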
KOR beta-arrestin-1 = KOR agonists, beta-arrestin recruitment, primary screen, cell-based, luminescence, uHTS (AID 1777); KOR beta-arrestin recruitment, luminescence; higher % means a stronger effect; one-dose activation, % at 10 µM; EC50 in µM for titrated hits; hit rate 0.02% among 280,000; in the data active = activation above about 50%, passing the limit was not always enough; note: a part of the inactive calls stands beside numbers as strong as those of hits
P. falciparum M1AAP = malaria alanyl aminopeptidase activity blockers – biochemical, fluorogenic H-Leu-NHMec substrate, 1536-well (AID 1445); recombinant M1AAP, H-Leu-NHMec fluorogenic kinetic assay; higher % means a stronger effect; inhibition, % at 30 µM; hits with a dose series show IC50 in µM; hit rate 0.42% among 220,000;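 active = primary inhibition above the hit cutoff, then over 50% inhibition at one or more dose response concentrations, cut at about 23% in these data, passing the limit was not always enough; inconclusive = conflicting primary data, or primary hits not chosen for dose response; inactive = low primary inhibition, or under 50% at every dose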;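 note: plate controls were DMSO full reaction for no effect and no enzyme background for full effect; strong numbers were not always called active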
HEK293 NOD2/NF-kB = NOD2 signaling inhibitors, cell-based, luminescence, uHTS, HEK293 (AID 1566) | HEK293 NOD2/NF-kB luciferase reporter, luminescence; higher % means a stronger effect | inhibition, % at 4 µM; hits with a dose series show EC50 in µM | hit rate 0.63% among 290,000; note: many of its hits are not listed in these tables
KOR beta-arrestin-2 = kappa opioid receptor blockers – cell-based, luminescence, uHTS (AID 1778). hit rate 0.091% among 290,000. one-dose inhibition, % at 10 µM; IC50 in µM for titrated hits. KOR beta-arrestin recruitment, luminescence, antagonist mode; higher % means a stronger effect; note: strong numbers were not always called active
AID2073 = disruptors of CaV2.2 binding to Mint1 – biochemical, HTRF (AID 2073) | HTRF protein-protein interaction, Mint1-CaV2.2; higher % means a stronger effect | one-dose inhibition, % at 20 µM; IC50 in µM for titrated hits | hit rate 0.19% among 290,000; in the data active = inhibition mostly above about 51%, no sharp cut-off; inconclusive = no clear call, values can overlap the other calls; inactive = mostly below about 53%; note: some results filed as inactive read as strong as hits
M17LAP inhibition = P. falciparum M17LAP inhibitors, primary screen, biochemical, fluorogenic H-Leu-NHMec substrate, 1536-well (AID 1619); recombinant M17LAP, H-Leu-NHMec fluorogenic kinetic assay; higher % means a stronger effect; inhibition, % at 30 µM; hits with a dose series show IC50 in µM; hit rate 0.38% among 220,000;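 active = compound inhibiting the enzyme by more than half at any dose during confirmatory dose-response retesting; inconclusive = strong single-dose inhibitors picked by rank but not retested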;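 note: plate controls were full reaction with DMSO carrier for no effect and no enzyme background for full effect; strong numbers were not always called active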
GPR55 beta-arrestin = selective activators of receptor GPR55 – imaging, U2OS cells, beta-arrestin-GFP redistribution, primary screen (AID 1961). hit rate 0.048% among 290,000. one-dose activation, % at 10 µM; EC50 in µM for titrated hits. U2OS GPR55 beta-arrestin-GFP redistribution imaging; higher % means a stronger effect;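 active = activation above 40% with more than 50 cells counted in the well; inconclusive = wells holding fewer than 50 cells, flagged as toxic or sparse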;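 note: U2OS osteosarcoma cells stably expressing GPR55 and beta-arrestin-GFP; plate controls were DMSO negative control for no effect and LPI positive control for full effect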
NOD1 inhibition = inhibition of NOD1-driven NF-kB reporter – cell-based, luminescence, uHTS, primary screen (AID 1578); one-dose inhibition, % at 4 µM; EC50 in µM for titrated hits; hit rate 1% among 290,000; NOD1-driven NF-kB luciferase reporter cells, luminescence; higher % means a stronger effect; in the data active = inhibition mostly above about 36%, no sharp cut-off; inactive = mostly below about 34%;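 note: HEK-293T reporter cells stimulated with the NOD1 agonist gamma-tri-DAP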
Dynein transport cytoplasmic EGFP = second read-out of Dynein transport, no call of its own (marks repeat the call); z-score; measured here: cytoplasmic GR-EGFP intensity; hits give high values
Dynein transport nuclear GR-EGFP = further read-out of Dynein transport, marked with its call; z-score; measured here: nuclear GR-EGFP intensity;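 lower value marks the stronger effect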
Dynein transport cell count = further read-out of Dynein transport, marked with its call; z-score; measured here: cell count per field
Active calls of the source: *; ? = inconclusive; . = no result given; [ ] = dose if it differs, or a comment. Cut-off read from the data, not from the text of the source, unless noted: active = inhibition above about 50%; inactive = the rest. This is a subset. The share of hits here may be higher or lower than overall.

nr | structure | Dynein transport | Dynein transport cytoplasmic EGFP | Dynein transport nuclear GR-EGFP | Dynein transport cell count | KOR beta-arrestin-1 | P. falciparum M1AAP | HEK293 NOD2/NF-kB | KOR beta-arrestin-2 | AID2073 | M17LAP inhibition | GPR55 beta-arrestin | NOD1 inhibition
1 | O=C1CC(c2ccco2)Cc2nc(N3CCN(Cc4ccc5c(c4)OCO5)CC3)ncc21 (centres undefined) | -0.7 | -0.38 | -0.045 | 0.95 | 2.9% | -1% | -21% | -123% | 19% | 6% | -0.1% | 34%
2 | CN(C)S(=O)(=O)c1ccc(Cl)c(C(=O)OCC(=O)NC(=O)c2cccn2C)c1 | -0.55 | -0.29 | -0.52 | 0.69 | 13% | 4% | -2% | -23% | 16% | -4% | 0.1% | -18%
3 | CCOC(=O)Cc1csc(NC(=O)c2cccc(N3C(=O)CCC3=O)c2)n1 | -1 | -0.33 | -0.37 | 0.4 | 3.4% | 2% | 14% | 0% | -3% | 9% | 1.3% | 0%
4 | COc1ccccc1N1C(=O)c2ccc(C(=O)Nc3ccc(F)cc3)cc2C1=O | . | . | . | . | -2.7% | . | 8% | -14% | 9% | . | 0.0% | -12%
5 | O=C(OCCCN=C1NS(=O)(=O)c2ccccc21)c1ccccc1F | -0.57 | -0.14 | -0.43 | 0.38 | -3.9% | 4% | 3% | 0% | 10% | 1% | -0.1% | 9%
6 | O=C(NC1CC1)c1c(O)c2ccccc2[nH]c1=O | . | . | . | . | 0.9% | . | -16% | -24% | -3% | . | 0.0% | -7%
7 | N#C/C(=N\Nc1ccccc1)C(=N)N1CCCCCC1 | 0.21 | -0.25 | -0.3 | 0.03 | -0.1% | 3% | -86% | -12% | 1% | -8% | 1.0% | -5%
8 | O=C(c1ccccc1F)N1CCCC(C(=O)N2CCN(c3ccccc3)CC2)C1 (centres undefined) | 0.31 | -0.23 | 0.68 | 0.38 | -1.2% | -4% | 3% | 4% | -12% | -9% | -0.2% | -3%
9 | COc1cccc(-c2noc(C3CCCN(C(=O)c4ccc(F)cc4F)C3)n2)c1 (centres undefined) | . | . | . | . | -1.4% | . | 10% | -48%[20 µM] | 6% | . | 0.2% | -30%
10 | CCOC(=O)c1cn(CC)c2ccc(S(=O)(=O)N3CCC(C)CC3)cc2c1=O | -0.6 | -0.39 | -0.19 | 0.2 | -1.7% | 1% | 18% | 10% | -8% | 16% | 0.0% | -20%
11 | COc1ccccc1NC(=O)CN1C(=O)CCS(=O)(=O)c2ccccc21 | -0.081 | -0.26 | 0.6 | -0.25 | -3.4% | 6% | 16% | -2% | -6% | 32% | -0.3% | -16%
12 | O=C(O)c1cccc(N2C(=O)C3CC=C(Cl)CC3C2=O)c1 (centres undefined) | -0.75 | -0.19 | -0.39 | 0.45 | 0.1% | 3% | 8% | 4% | 9% | -10% | -0.1% | -20%
13 | Cc1cccc(CCNc2nc3ccccc3n3nnnc23)c1 | -0.99 | -0.2 | -0.58 | 0.7 | -1.5% | -10% | 2% | -13% | 30% | -3% | -0.1% | -12%
14 | CCOc1ccc(NC(=O)NC2CCOC(C)(C)C2)cc1 (centres undefined) | -0.21 | -0.21 | 0.065 | 1.2 | 0.1% | 2% | 4% | 23% | 8% | 26% | 0.3% | -14%
15 | COC(=O)N/N=C\c1ccccc1OC/C=C/c1ccccc1 | . | . | . | . | -5.2% | . | -28% | 28% | -2% | . | 0.6% | -50%
16 | O=C1C=CC(=O)N1N(c1ccccc1)c1ccccc1 | -3.4 | 1.3 | -1.8 | -0.56 | 2.4% | ? | 15% | -17% | 7% | 4% | . | 48%

Overlap with the part before: 4 compounds, followed by the next part.
nr | structure | Dynein transport | Dynein transport cytoplasmic EGFP | Dynein transport nuclear GR-EGFP | Dynein transport cell count | KOR beta-arrestin-1 | P. falciparum M1AAP | HEK293 NOD2/NF-kB | KOR beta-arrestin-2 | AID2073 | M17LAP inhibition | GPR55 beta-arrestin | NOD1 inhibition
13 | Cc1cccc(CCNc2nc3ccccc3n3nnnc23)c1 | -0.99 | -0.2 | -0.58 | 0.7 | -1.5% | -10% | 2% | -13% | 30% | -3% | -0.1% | -12%
14 | CCOc1ccc(NC(=O)NC2CCOC(C)(C)C2)cc1 (centres undefined) | -0.21 | -0.21 | 0.065 | 1.2 | 0.1% | 2% | 4% | 23% | 8% | 26% | 0.3% | -14%
15 | COC(=O)N/N=C\c1ccccc1OC/C=C/c1ccccc1 | . | . | . | . | -5.2% | . | -28% | 28% | -2% | . | 0.6% | -50%
16 | O=C1C=CC(=O)N1N(c1ccccc1)c1ccccc1 | -3.4 | 1.3 | -1.8 | -0.56 | 2.4% | ? | 15% | -17% | 7% | 4% | . | 48%
17 | CCn1c(SCc2cccc(F)c2)nc2c(c1=O)SCC2 | -0.078 | -0.29 | 0.63 | -0.36 | -4.7% | 4% | 14% | 16% | -8% | -1% | -0.2% | 1%
18 | CCC1CCCCN1S(=O)(=O)c1ccccc1 (centres undefined) | . | . | . | . | 3.4% | . | 2% | -41% | -6% | . | -0.3% | -15%
19 | OCCNCc1c(OCc2ccc(Cl)cc2)ccc2ccccc12 | . | . | . | . | -4.3% | . | 10% | -8% | 8% | . | 0.3% | -4%
20 | COc1cc(/C=C/c2noc(-c3ccccc3O)n2)cc(OC)c1OC | -0.0049 | -0.23 | 0.13 | 0.27 | -1.4% | 5% | 26% | . | 3% | 0% | -0.4% | -22%
21 | COCCNC(=O)C1CCCN(S(=O)(=O)c2c(C)noc2/C=C/c2cccs2)C1 (centres undefined) | 1.2 | 1.5 | 1.7 | -1.9 | -0.6% | 12% | 13% | 6% | -6% | -7% | -0.1% | -6%
22 | O=C1OC(c2ccc(F)cc2)=N/C1=C\c1ccc(Br)o1 | -2.2 | -0.032 | -1.4 | 0.95 | -0.4% | 1% | 7% | -35% | 6% | 4% | -0.3% | -33%
23 | CCCCn1c(CCC(=O)O)nc2c1c(=O)[nH]c(=O)n2CCC | -0.69 | -0.14 | -0.39 | 0.52 | -4.2% | -3% | 4% | 0% | 1% | 8% | 0.5% | -16%
24 | CSc1ncccc1C(=O)OCC(=O)NC(C)C | -0.87 | -0.29 | -0.099 | 0.87 | 1.8% | 1% | 7% | -46% | -7% | 7% | 0.2% | -16%
25 | CC(C)(C)c1cc(NC(=O)COC(=O)c2ccc3c(=O)n4c(nc3c2)CCC4)n(-c2ccccc2)n1 | 2.1 | -0.13 | 1.3 | -0.41 | 2.2% | 8% | 16% | 11% | -5% | 5% | -0.1% | 24%
26 | Cc1cc(C(=O)Nc2cccc(S(=O)(=O)N3CCCCC3)c2)c2ccccc2n1 | -0.74 | -0.17 | -0.27 | 0.022 | -1.2% | 0% | 10% | 11% | 23% | 4% | -0.1% | -18%
27 | Cc1cnc([N+](=O)[O-])n1CCOC(=O)NC(=O)c1ccc(C(F)(F)F)cc1 | 0.5 | -0.25 | 0.099 | -0.15 | -1.5% | 2% | 13% | -36% | -6% | 25% | -0.1% | -14%
28 | CC1CCCC(NC(=O)CSc2nnc(N)s2)C1C (centres undefined) | 0.31 | 0.2 | 0.23 | -0.26 | 14% | 7% | -12% | -30% | 20% | -6% | -0.1% | 33%
29 | C/C=C(/C)C(=O)Nc1cccc(C2=NOC3(C2)C[C@H](C(N)=O)N(C(=O)COc2ccc(Cl)cc2)C3)c1 (some centres undefined) | 0.89 | -0.76 | 0.58 | -0.81 | -1.5% | -4% | -18% | 40% | 5% | -1% | -0.2% | 1%
30 | Cc1ccc(-c2nnn(CC(=O)N(Cc3ccco3)C(C(=O)NC3CCCC3)c3cccs3)n2)o1 (centres undefined) | -0.97 | -0.23 | -1 | 0.26 | -5.7% | 0% | 11% | 5% | 20% | 9% | 0.8% | -14%
31 | COc1ccc(C2SCCN2C(=S)Nc2cccc(C(F)(F)F)c2)cc1 (centres undefined) | -0.78 | -0.21 | -0.54 | 1 | -1.6% | 2% | 5% | -5% | -6% | 6% | -0.2% | -24%
32 | CCC1Oc2ccccc2N(CC(=O)NCCCN2CCCCC2CC)C1=O (centres undefined) | 1.6 | -0.15 | 0.93 | -0.22 | -3.8% | 5% | 9% | 29% | 5% | 3% | -0.2% | -22%
33 | O=C(COC(=O)c1ccc(OC(F)F)cc1)NCCNC(=O)COC(=O)c1ccc(OC(F)F)cc1 | . | . | . | . | 0.9% | . | 3% | -3% | -4% | . | -0.2% | -12%
34 | CN(C(=O)c1ccc(F)cc1)c1ccccc1C(=O)NCc1ccccc1 | . | . | . | . | 0.7% | . | 4% | 8% | -1% | . | -0.1% | -9%
35 | CCn1cc(S(=O)(=O)CC(=O)Nc2ccc3c(c2)OCCO3)c2ccccc21 | 0.0049 | 0.088 | 0.7 | -1.1 | 7.3% | 13% | -7% | -33% | -7% | 26% | 0.2% | -10%
36 | CCOc1ccccc1CNC(=O)CCNC(=O)Cn1ccc2ccccc2c1=O | -0.35 | -0.29 | -0.056 | 0.54 | 0.8% | 7% | 7% | -21% | 11% | 4% | -0.1% | -8%
37 | O=[n+]1c2c(n([O-])c3cc(Br)ccc31)CCC2 | -0.4 | -0.21 | 0.095 | 0.22 | -15% | 16% | 15% | -27% | 13% | 5% | -0.3% | 11%
38 | Cc1cc(NC(=O)CC(C)C)c(=O)n(Cc2c(F)cccc2Cl)c1 | . | . | . | . | -2.6% | . | 11% | 4% | 0% | . | -0.1% | -25%
39 | CCC(=O)NC(c1ccc(OC)c(OC)c1)c1cc(Cl)c2cccnc2c1O (centres undefined) | 1.8 | -0.075 | 1.6 | -1.8 | 6.5% | -2% | 48% | -16% | 18% | 2% | 0.9% | 33%
40 | Cn1cc(C=O)c2cc(F)ccc21 | 3 | -0.17 | 1.5 | -1.5 | . | 4% | -9% | -34%[20 µM] | 8% | 2% | -0.1% | -24%
41 | Cc1ccc(C(=O)C(C)Oc2cccc(NC(=O)c3ccco3)c2)cc1 (centres undefined) | 0.062 | -0.26 | -0.012 | 0.2 | 1.0% | 7% | 4% | 24% | 1% | 7% | 0.0% | -24%
42 | Cc1ccc2cccc(OCC(=O)N3CCc4ccccc43)c2n1 | -0.24 | -0.31 | -0.099 | 0.69 | -1.2% | -1% | 10% | -20% | -5% | 12% | 0.0% | -22%
43 | COc1ccc(S(=O)(=O)N2CCN(Cc3cccc(OC)c3)CC2)cc1 | . | . | . | . | -3.0% | . | 12% | -3% | 0% | . | -0.2% | -7%

Bioassay records from PubChem BioAssay.
